# Source: PubChem BioAssay
# TRPC4 inh = inhibitors of mouse TRPC4 channel, primary screen, Fluo4 calcium, HEK293 TRPC4beta/mu-opioid cells; Short transient receptor potential channel 4 (Mus musculus), Q9QUQ5; DAMGO-evoked Fluo4 calcium flux; hits give low values; B-score at 10 µM; hit rate 0.39% among 300,000;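 active = B-score over 3 SD under the library average, no early fluorescence shift, positive overall ratio signal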
# Target sequence (Q9QUQ5 whole entry, looked up): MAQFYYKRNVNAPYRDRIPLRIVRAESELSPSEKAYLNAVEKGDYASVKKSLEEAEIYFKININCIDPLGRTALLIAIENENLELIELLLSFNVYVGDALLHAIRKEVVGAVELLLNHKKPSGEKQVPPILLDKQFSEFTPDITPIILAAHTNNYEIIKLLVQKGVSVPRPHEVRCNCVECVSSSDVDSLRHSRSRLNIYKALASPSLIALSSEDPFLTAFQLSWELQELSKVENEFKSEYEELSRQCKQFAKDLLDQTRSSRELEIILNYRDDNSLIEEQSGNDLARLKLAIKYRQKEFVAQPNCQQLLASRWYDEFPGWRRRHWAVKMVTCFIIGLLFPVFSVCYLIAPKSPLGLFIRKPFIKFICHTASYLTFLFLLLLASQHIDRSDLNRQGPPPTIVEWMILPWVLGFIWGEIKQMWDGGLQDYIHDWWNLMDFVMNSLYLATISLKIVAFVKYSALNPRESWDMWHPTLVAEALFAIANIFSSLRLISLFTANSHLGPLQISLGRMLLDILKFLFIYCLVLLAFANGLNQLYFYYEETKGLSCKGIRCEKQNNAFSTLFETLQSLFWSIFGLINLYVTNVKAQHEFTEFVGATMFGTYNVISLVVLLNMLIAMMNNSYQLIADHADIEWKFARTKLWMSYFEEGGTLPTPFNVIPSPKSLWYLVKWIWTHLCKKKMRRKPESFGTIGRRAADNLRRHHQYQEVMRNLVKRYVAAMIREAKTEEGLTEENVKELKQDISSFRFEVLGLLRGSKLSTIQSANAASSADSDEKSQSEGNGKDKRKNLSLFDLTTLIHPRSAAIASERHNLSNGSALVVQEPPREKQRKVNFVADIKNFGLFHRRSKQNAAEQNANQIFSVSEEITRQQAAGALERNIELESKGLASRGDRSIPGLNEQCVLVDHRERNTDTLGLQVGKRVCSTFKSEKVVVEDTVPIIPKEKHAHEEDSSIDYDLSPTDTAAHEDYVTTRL
#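 Assay system: TRPC4beta/mu-opioid receptor HEK293 cell line; compound dosing: single concentration per test compound; detection: Fluo4 Ca2+ flux fluorescence; evaluation: per-well B score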
# TRPC6 act = mouse TRPC6 channel activators, primary screen, cell-based, HEK293, membrane potential dye; hit rate 0.13% among 310,000; HEK293-TRPC6 membrane potential dye fluorescence; hits give high values; Short transient receptor potential channel 6 (Mus musculus), Q61143; B-score at 10 µM;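 active = B-score of the integrated fluorescence ratio above library mean plus 3 SD, and starting fluorescence ratio within library mean plus 5 SD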;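 also: higher score means more depolarization so channel activation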
# aSyn 5UTR inh = MLPCN primary screen, SNCA 5' untranslated region; AID 1813, 2009; inhibition, % (tested at 7.5 µM); alpha-synuclein 5'UTR reporter, inhibitor activity; hit rate 0.82% among 300,000; in the data active = inhibition above about 60%;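 also: H4 neuroglioblastoma cells stably carrying SNCA 5'UTR luciferase fusion; 0% = DMSO wells and 100% = positive control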
# TRPC6 inhibitor = mouse TRPC6 channel inhibitors, primary screen, cell-based, HEK293, membrane potential dye; hit rate 1.1% among 310,000; ACh-evoked depolarization; hits give low values; Short transient receptor potential channel 6 (Mus musculus), Q61143; B-score at 10 µM;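 active = B-score under library mean minus 3 SD, initial fluorescence not abnormally high, positive integrated signal ratio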;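 also: B-score derived from integrated fluorescence ratio over the kinetic read; more negative B-score means stronger inhibition of depolarization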
# TRPC4 agonist = activators of mouse TRPC4 channel, primary screen, Fluo4 calcium, HEK293 TRPC4beta/mu-opioid cells; Fluo4 calcium fluorescence; hits give high values; B-score at 10 µM; Short transient receptor potential channel 4 (Mus musculus), Q9QUQ5; hit rate 0.49% among 310,000; AID 2237, 2010;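 active = B-score above 5 SD of library B-scores, and initial fluorescence ratio not above library mean plus 5 SD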;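 also: positive B-score marks a calcium rise read as TRPC4 activation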
#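 Assay system: HEK293 cells stably co-expressing mouse TRPC4beta and mu-opioid receptor / Timing: Fluo4 dye loading 45 min at room temperature, 110 s recording / Signal: Fluo4 calcium-sensitive dye fluorescence, kinetic, 1 Hz baseline / Read-out: integrated baseline-normalised fluorescence ratio, converted to per-well B score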
# KLF5 inhibitor = KLF5 expression inhibitors, primary screen, DLD-1 cells, luminescence | DLD-1 KLF5 promoter-luciferase reporter | inhibition, % at 5 µM | hit rate 0.23% among 290,000 | AID 1700, 2009;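 active = inhibition above a per-plate limit of that plate's mean compound inhibition plus 3 SD, cut at about 60% in these data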;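 also: 0% = DMSO wells and 100% = LY294002 at 200 µM; higher means less KLF5 promoter-driven luciferase light; inactives centre near -14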
# HIF act = HIF pathway transcriptional activators, primary screen, cell-based, U2OS HRE-luciferase, luminescence. AID 1910, 2009. U2OS HRE-luciferase reporter; normalized: DMSO 0%, desferrioxamine 100%. activation, % at 7.5 µM (by protocol). hit rate 0.32% among 300,000;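 active = mean activation of at least 10% of the iron chelator positive control signal, with at least half of replicates also reaching 10%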
# SKKanGAS inh = S. pyogenes SKKanGAS growth inhibitors in kanamycin, primary screen, streptokinase expression inhibitor project, SKKanGAS strain, BacTiter-Glo luminescence. 6 h. inhibition, % at 7.5 µM. hit rate 1.3% among 300,000. AID 1662, 2009;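 active = mean replicate score, as percent of positive control median, at least 50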;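 also: strain carries kanamycin resistance gene driven by streptokinase promoter and grows in 40 µg/ml kanamycin; loss of luminescence reflects streptokinase promoter inhibition or plain growth inhibition; 0% = median of DMSO wells and 100% = positive control at its reference dose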
# TRPC4 PAM = positive allosteric modulators of TRPC4, primary screen, cell-based, mouse TRPC4beta, HEK293 mu-opioid, Fluo-4 calcium | DAMGO EC20, Fluo-4 Ca2+ flux; hits give high values | B-score at 10 µM | hit rate 0.42% among 310,000;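 active = B-score of calcium response area above 5 SD of library B-scores, with initial fluorescence ratio within 5 SD of library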;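 also: B-score of integrated fluorescence ratio over time as area under calcium response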
# MrgX1 antag = antagonists of human MrgX1 receptor, primary screen, HEK293 cells, Fluo-4 calcium flux; Mas-related G-protein coupled receptor member X1 (Homo sapiens), Q96LB2; B-score at 10 µM; hit rate 1.3% among 310,000; BAM8-22 antagonism; hits give low values;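 active = calcium-response B-score plate-corrected more than 3 library SD below zero, starting fluorescence within 5 deviations, no agonist response on first addition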;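 also: peak minus trough fluorescence over baseline after final BAM8-22 challenge near maximal dose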
# IEC-6 tox = cytotoxicity in IEC-6 intestinal epithelial cells, primary screen, cytotoxicity control for KLF5 inhibitor project, cell-based, luminescence; IEC-6 cytotoxicity, luminescence viability; inhibition, % at 5 µM; hit rate 0.78% among 290,000; in the data active = inhibition above about 22%;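 also: 0% = plate median of test compound wells and 100% = cytotoxic reference compound wells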
# * hit, by the source's call; i = inactive; . = no result given. The order is random, and some 5.8% of all compounds hit somewhere here.
SMILES,TRPC4 inh,TRPC6 act,aSyn 5UTR inh,TRPC6 inhibitor,TRPC4 agonist,KLF5 inhibitor,HIF act,SKKanGAS inh,TRPC4 PAM,MrgX1 antag,IEC-6 tox
Cc1ccsc1/C=N/NC(=O)Cc1cc(=O)[nH][nH]1,i,i,1,i,i,2,.,6,i,i,-9
CCc1cc(CNC(=O)C2CCC(=O)N(CCc3ccc(OC)cc3)C2)on1 (stereo not drawn),i,i,8,i,i,-19,-0.6,-1,i,i,-6
COc1ccccc1C(=O)Nc1ccc(S(=O)(=O)Nc2cnc3ccccc3n2)cc1,i,i,9,i,i,0,0.0,14,i,i,10
Cc1c(C(=O)OCC(=O)N2CC(C)OC(C)C2)oc2ccc(Br)cc12 (stereo not drawn),i,i,-3,i,i,-26,0.5,-1,i,i,3
O=C(NCc1cccnc1)c1ccc(Cl)cc1[N+](=O)[O-],i,i,-26,i,i,-16,0.4,-13,i,i,3
CNc1ncc(C(=O)c2ccc(F)cc2)s1,i,i,-112,i,i,-64,1.1,-16,i,i,-4
O=C(NCCCO)c1cc([N+](=O)[O-])cc2c1C=Cc1ccccc1O2,i,i,-13,i,i,-40,0.2,-3,i,i,11
CCOc1ccccc1OCCOc1ccccc1OC(C)C,i,i,10,i,i,-39,-0.3,7,i,i,1
O=C(c1ccc(N2C(=O)C3CCCCC3C2=O)cc1)N1CCCCC1 (stereo not drawn),i,i,-7,i,i,-7,0.6,0,i,i,-4
CCCCSc1nnc(-c2c[nH]c3ccccc23)n1C,i,i,-135,i,i,-54,3.0,1,i,i,-2

# The list goes on, starting with the last 2 of the part before.
SMILES,TRPC4 inh,TRPC6 act,aSyn 5UTR inh,TRPC6 inhibitor,TRPC4 agonist,KLF5 inhibitor,HIF act,SKKanGAS inh,TRPC4 PAM,MrgX1 antag,IEC-6 tox
O=C(c1ccc(N2C(=O)C3CCCCC3C2=O)cc1)N1CCCCC1 (stereo not drawn),i,i,-7,i,i,-7,0.6,0,i,i,-4
CCCCSc1nnc(-c2c[nH]c3ccccc23)n1C,i,i,-135,i,i,-54,3.0,1,i,i,-2
C/C(Cl)=C\CNC(C)c1ccccc1 (stereo not drawn),i,i,18,i,i,18,1.2,2,i,i,1
CCC(=O)NC(c1cccc([N+](=O)[O-])c1)c1c(O)ccc2ccccc12 (stereo not drawn),i,i,14,i,i,7,-0.6,-7,i,i,-5
COc1ccccc1N1CCN(Cc2cc(=O)n3ccsc3n2)CC1,i,i,13,i,i,-5,-0.2,0,i,i,-6
O=C(NC1CCS(=O)(=O)C1)c1ccc(-c2ccc(Br)cc2)o1 (stereo not drawn),i,i,-36,i,i,-16,1.0,-1,i,i,10
Cc1ccc2c(CN3CCCCC3C)cc(=O)oc2c1 (stereo not drawn),i,i,26,i,i,-11,0.3,-3,i,i,-1
Cc1nc2ccc(S(=O)(=O)NC(C(=O)N3CCC(C)CC3)C(C)C)cc2s1 (stereo not drawn),i,i,5,i,i,1,.,-3,i,i,8
Cc1ccccc1N1CCN(S(=O)(=O)Cc2ccccc2)CC1,i,i,-26,i,i,-35,0.7,1,i,i,-11
CCOc1ccccc1NC(=O)CNC(=O)N1CC(=O)Nc2ccccc21,i,i,31,i,i,-24,-0.6,0,i,i,-1
O=C(NCCN1CCOCC1)c1ccc(NS(=O)(=O)c2ccccc2)cc1,i,i,7,i,i,-13,0.6,2,i,i,-4
O=C(Nc1cccc(C(F)(F)F)c1)C1CCCCC1,i,i,-3,i,i,-1,-0.2,-2,i,i,-1

# The closing 5 records of the part before lead into the next.
SMILES,TRPC4 inh,TRPC6 act,aSyn 5UTR inh,TRPC6 inhibitor,TRPC4 agonist,KLF5 inhibitor,HIF act,SKKanGAS inh,TRPC4 PAM,MrgX1 antag,IEC-6 tox
Cc1nc2ccc(S(=O)(=O)NC(C(=O)N3CCC(C)CC3)C(C)C)cc2s1 (stereo not drawn),i,i,5,i,i,1,.,-3,i,i,8
Cc1ccccc1N1CCN(S(=O)(=O)Cc2ccccc2)CC1,i,i,-26,i,i,-35,0.7,1,i,i,-11
CCOc1ccccc1NC(=O)CNC(=O)N1CC(=O)Nc2ccccc21,i,i,31,i,i,-24,-0.6,0,i,i,-1
O=C(NCCN1CCOCC1)c1ccc(NS(=O)(=O)c2ccccc2)cc1,i,i,7,i,i,-13,0.6,2,i,i,-4
O=C(Nc1cccc(C(F)(F)F)c1)C1CCCCC1,i,i,-3,i,i,-1,-0.2,-2,i,i,-1
O=C(Nc1ccc2oc(-c3ccncc3)nc2c1)c1ccco1,i,i,-51,i,i,-32,0.8,5,i,i,6
CCCCn1c(=O)[nH]c(=O)c2c1nc(COc1ccc(C#N)cc1)n2CCC,i,i,27,i,i,-3,-0.2,3,i,i,0
CCN(CC)CCN1CCn2c3c(c4cc(C)ccc42)CCCC31 (stereo not drawn),i,i,-23,i,i,-5,1.0,-4,i,i,3
O=C(C(=C1NCCN1)n1cncn1)c1ccccc1,i,i,-1,i,i,-8,-0.3,1,i,i,-3
N/C(=N\OC(=O)c1cnn(-c2ccccc2)c1C(F)(F)F)c1ccc(C(F)(F)F)cc1,i,i,-18,i,i,-5,0.1,-3,i,i,-2
COc1ccccc1NCC(=O)N/N=C(\C)c1cccs1,i,i,-92,i,i,-34,1.8,1,i,i,-4
NC(=O)Cn1c(=O)n(CCC(=O)NCCSCc2ccccc2)c(=O)c2ccccc21,i,i,-7,i,i,0,0.0,-13,i,i,2
COCCn1c(=NC(=O)/C=C/c2cccs2)sc2cc(NC(C)=O)ccc21,i,i,-36,i,i,-20,0.0,0,i,i,0
COc1cc(OC)cc(C(=O)NC2CCN(Cc3nnnn3Cc3cccs3)CC2)c1,i,i,4,i,i,-23,0.0,3,i,i,4
CC1=CN2CC(O)CN=C2C=C1 (stereo not drawn),i,i,3,i,i,-3,-0.2,1,i,i,1
O=C(OCC(=O)N1CCCc2ccccc21)c1c(F)cccc1F,i,i,-15,i,i,.,-1.0,-15,i,i,.
CCOc1cc(N2CCOCC2)c(OCC)cc1NC(=O)CN1C(=O)C2CC=CCC2C1=O (stereo not drawn),i,i,-1,i,i,-43,-0.8,-1,i,i,-1
COCCCN1C(=O)c2ccc(C(=O)NCCc3ccccc3)cc2C1=O,i,i,-33,i,i,-211,1.3,5,i,i,-1
Cc1cc([N+](=O)[O-])cc2c1NC(=O)C2(O)N1CCCCCC1 (stereo not drawn),i,i,-2,i,i,-2,-1.5,-2,i,i,0
CCCNCc1cc(OCC)c(OCC(N)=O)cc1Br,i,i,-12,i,i,-9,-0.6,-3,i,i,-4
CCn1c(CNC(=O)c2ccc3c(c2)OCO3)nnc1SCC(=O)Nc1cc(C)ccc1OC,i,i,17,i,i,-2,0.1,-1,i,i,2
COc1ccc(CC(=O)N/N=C/c2sccc2C)cc1,i,i,-7,i,i,-14,-0.1,1,i,i,4
COc1ccc(/C=N\N2CCN(Cc3ccccc3Cl)CC2)cc1,i,i,3,i,i,9,0.1,-3,i,i,2
Cc1ccc(C(=O)OCCN(C)Cc2ccccc2)cc1,i,i,6,i,i,-16,-0.5,-7,i,i,-9
C#CCSc1nnc(-c2ccc(C)cc2)o1,i,i,-164,i,i,-140,2.2,0,i,i,-7
CCCCN1C(=O)C2(NNc3ccccc3O2)c2ccccc21 (stereo not drawn),i,i,-48,i,i,2,0.3,11,i,-6.1*,0
CCCCCCn1cc(C(=O)OCC)c(=O)c2cc(F)c(F)cc21,-6*,i,14,-5.1*,i,-25,-0.5,-2,i,i,-9
O=C(c1cnccn1)N1CCCC(N2CCN(c3cccc(Cl)c3)CC2)C1 (stereo not drawn),i,i,-7,i,i,1,0.1,5,i,i,0
COc1ccc(CCN(C)C2CCCN(C(=O)c3ccnn3C)C2)cc1OC (stereo not drawn),i,i,-2,i,i,-5,-0.5,1,i,i,-4
COc1cccc(C(=O)NC2=NCCS2)c1,i,i,0,i,i,-115,-0.4,7,i,i,-2
O=C(CSc1ccccn1)Nc1ccc(NC(=O)CSc2ccccn2)cc1,i,i,-20,i,i,-22,0.3,1,i,i,2
CCOc1ccc(N(CC(=O)Nc2ccccc2OC)S(C)(=O)=O)cc1,i,i,-28,i,i,-11,1.1,0,i,i,3
CCCN(CC(=O)Nc1ccc(Cl)cc1Cl)C(=O)/C=C/c1cc(OC)ccc1OC,i,i,5,i,i,-9,0.3,14,i,i,-9
O=C(O)c1cccc(Cn2c(Cl)c(/C=N/NC(=O)c3ccccc3)sc2=O)c1,i,i,2,i,i,-19,-0.2,7,i,i,0
COc1ccccc1N1CCN(C(=O)CN(C)S(=O)(=O)c2ccc3c(c2)c(=O)n(C)c(=O)n3C)CC1,i,i,-3,i,i,-7,0.1,9,i,i,8
COc1ccc2nc(SCC(=O)N(C)C3CCCCC3)c(C#N)cc2c1,i,i,-3,i,i,0,0.9,0,i,i,-3
O=C(c1ccc(-n2cccc2)cc1)N1CCN(Cc2ccccc2)CC1,i,i,1,i,i,7,0.9,.,i,i,-1
O=C(O/N=C(/c1ccccc1)c1ccncc1)c1ccccc1[N+](=O)[O-],i,i,12,i,i,-14,-0.9,-5,i,i,-3
C=CCN1C(=O)C2C(C(=O)NC)C3(C)C=CC2(O3)C1C(=O)NCc1ccc(OC)cc1 (stereo not drawn),i,i,4,i,i,-14,-0.4,5,i,i,-6
Cc1ccc(CC(=O)Nc2ccc([N+](=O)[O-])cc2C)cc1,i,i,-9,i,i,4,0.4,-6,i,i,2
O=c1c2c3c(sc2nc2n1CCCCC2)C(O)CCC3 (stereo not drawn),i,i,-85,i,i,-89,3.2,-4,i,i,3
Cc1cc(C)cc(NC(=S)/N=C(\N)Nc2nc(C)c3ccccc3n2)c1,i,i,5,i,i,-13,-0.2,0,i,i,-5
CCN(c1ccc(OC)cc1)S(=O)(=O)c1cc(-c2cc(C)no2)ccc1OC,i,i,6,i,i,-17,.,1,i,i,13
Cc1ccc(-c2noc(CSc3nnnn3C3CCCCC3)n2)cc1,i,i,5,i,i,-22,-0.3,7,i,i,-3
